High-throughput results: PubChem BioAssay, several laboratories
MBD2 inh: blocks human MBD2 binding to methylated DNA | TR-FRET, MBD2 binding to methylated oligonucleotide | inhibition, % at 4.4 µM | 370,000 tested, 0.31% active | Q9UBB5; in the data active means inhibition above about 13%
Target sequence (Q9UBB5 whole entry, looked up): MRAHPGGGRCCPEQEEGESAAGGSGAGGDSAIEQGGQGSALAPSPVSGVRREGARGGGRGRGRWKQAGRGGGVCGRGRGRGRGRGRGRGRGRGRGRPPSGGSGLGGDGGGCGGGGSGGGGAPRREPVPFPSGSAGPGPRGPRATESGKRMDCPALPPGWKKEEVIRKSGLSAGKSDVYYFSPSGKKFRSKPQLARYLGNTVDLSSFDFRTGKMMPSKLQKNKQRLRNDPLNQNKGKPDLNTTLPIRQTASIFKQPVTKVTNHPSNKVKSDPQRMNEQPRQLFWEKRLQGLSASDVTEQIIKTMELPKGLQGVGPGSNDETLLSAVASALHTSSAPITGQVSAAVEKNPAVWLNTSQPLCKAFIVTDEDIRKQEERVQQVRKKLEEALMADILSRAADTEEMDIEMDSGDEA
TCR CD3 inh: blocks the human TCR-CD3 interaction. TAMRA-labeled TCR probe fluorescence, biochemical. inhibition, % at 9.4 µM. 360,000 tested, 0.37% active. AID 651800; in the data active means inhibition above about 19%;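 further: recombinant mutant TCR 2C K166C tagged with TAMRA read by polarization; 0% = receptor in buffer alone and 100% = receptor with positive control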
rCAG RNA binder: molecules binding r(CAG) RNA repeats. r(CAG) RNA repeat, TO-PRO-1 dye displacement fluorescence. inhibition, % at 3 µM. 370,000 tested, 1.3% active. AID 651821;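 active means inhibition above the plate cutoff, the mean of all test compounds on that plate plus 3 SD, cut at about 35% in these data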;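 further: 0% = DMSO alone and 100% = 100 µM mitoxantrone as full dye displacement; higher means more dye released from RNA so lower well fluorescence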
GC-B act: GC-B (human) receptor activation; HEK293-GC-B cells, CNP EC30, cGMP TR-FRET; 0% at EC30 CNP, 100% saturating CNP; activation, % at 10 µM; 370,000 tested, 0.11% active; AID 1920062;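 active means activation at 10 µM reaching about 35% in either raw or pattern-adjusted values, limit read from the data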
PRMT1 inh: blocks human protein arginine methyltransferase 1; Q99873; inhibition, % at 2.79 µM; recombinant PRMT1, activity-based probe fluorescence polarization; 370,000 tested, 1.3% active;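 active means inhibition above about 21% made by adding two undisclosed values, limit read from the data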
Target sequence (Q99873 whole entry, looked up): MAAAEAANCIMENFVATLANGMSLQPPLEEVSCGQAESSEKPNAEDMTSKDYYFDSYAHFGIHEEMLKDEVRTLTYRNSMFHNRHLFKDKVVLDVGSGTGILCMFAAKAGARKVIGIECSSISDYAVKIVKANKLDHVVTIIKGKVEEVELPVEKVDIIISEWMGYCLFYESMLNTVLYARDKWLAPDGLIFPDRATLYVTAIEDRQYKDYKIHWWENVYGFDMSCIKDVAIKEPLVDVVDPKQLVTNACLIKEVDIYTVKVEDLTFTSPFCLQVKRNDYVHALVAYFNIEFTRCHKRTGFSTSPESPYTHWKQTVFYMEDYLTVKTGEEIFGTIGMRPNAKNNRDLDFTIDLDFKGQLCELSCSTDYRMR
LEDGF integ inh: blocks HIV-1 LEDGF/p75-dependent DNA integration | 370,000 tested, 0.64% active | inhibition, % at 3.7 µM | TR-FRET IN-LEDGF/p75 DNA integration, Eu/Cy5;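 active means inhibition above the screen-wide mean plus 3 SD, cut at about 13% in these data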;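 further: signal is the Cy5 over europium emission ratio at 671 and 618 nm; 0% = plate median of compound wells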
ABHD4 inh: inhibitors of mouse ABHD4 | inhibition, % at 8.92 µM | purified mABHD4, FP-Rh probe fluorescence polarization | Q8VD66 | 370,000 tested, 0.54% active;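 active means inhibition exceeding the mean over every tested compound plus 3 SD, cut at about 30% in these data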;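 further: 0% = plate median of compound wells and 100% = S159A mutant with DMSO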
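Test system: mABHD4 protein; Read-out basis: % inhibition; Incubation: 45 min + 60 min at 25 °C; Repeats: single replicate; Technique: fluorescence polarization with parallel and perpendicular emission, 525/598 nm; Compound: 8.92 µM, single dose; Benchmarks: full inhibition S159A mutant plus DMSO, zero as sample-well median.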
TDP2 absorb: TDP2 (human) inhibition, absorbance primary screen. O95551. recombinant TDP2, T5PNP hydrolysis, p-nitrophenol absorbance 415 nm. inhibition, % at 12.8 µM. 370,000 tested, 0.34% active;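 active means inhibition above the mean of all tested compounds plus 3 SD, set per campaign, cut at about 25% in these data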;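 further: 0% = DMSO with enzyme and 100% = buffer with substrate but no TDP2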
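test system = human TDP2 enzyme | input = TDP2 enzyme at 120 nM final | medium = 50 mM Tris-HCl pH 7.5 with Mg2+, KCl, DTT, BSA | also added = T5PNP substrate, 5 mM | times = 2 h at 37 °C | technique = epi absorbance | benchmarks = high control without enzyme, low control DMSO plus TDP2 | replication = each compound tested once, singlicate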
HTRA1 inhibitor: inhibitors of human serine peptidase HTRA1. Q92743. recombinant HTRA1, FP-rhodamine activity-based probe, fluorescence polarization. inhibition, % at 5.96 µM. 340,000 tested, 0.5% active. AID 504803; in the data active means inhibition above about 36%;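 further: 0% = enzyme with DMSO and 100% = wells lacking enzyme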
SIAE inh: blocks human sialic acid acetylesterase; Q9HAT2; SIAE FP-Rh probe binding, fluorescence polarization; inhibition, % at 9.66 µM; 370,000 tested, 0.69% active;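 active means inhibition above a cutoff: mean of compounds within the control limits plus 3 SD of those, cut at about 17% in these data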;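 further: 0% = plate median of compound wells and 100% = probe without SIAE protein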
* = called active by the depositor. Not all compounds are listed; count on the stated rates, not on these rows.

What do the screens show for `CN(Cc1ccco1)S(=O)(=O)c1nnc(NC(=O)c2cccc(Cl)c2)s1`?
MBD2 inh: 1; TCR CD3 inh: -7; rCAG RNA binder: 25; GC-B act: -6; PRMT1 inh: 10; LEDGF integ inh: 0; ABHD4 inh: -11; TDP2 absorb: -9; HTRA1 inhibitor: -8; SIAE inh: -6

What do the screens show for `CCN(CC)c1ccc(C2C(C(=O)OCCOC)=C(C)NC3=C2C(=O)CCC3)cc1` (centres undefined)?
MBD2 inh: 1; TCR CD3 inh: 7; rCAG RNA binder: -3; GC-B act: -13; PRMT1 inh: -1; LEDGF integ inh: 1; ABHD4 inh: 7; TDP2 absorb: -6; HTRA1 inhibitor: -4; SIAE inh: -4

How did N#Cc1nc(-c2ccccc2F)oc1NC1CCCCC1 do in these assays?
MBD2 inh: -1; TCR CD3 inh: 0; rCAG RNA binder: 2; GC-B act: -8; PRMT1 inh: 4; LEDGF integ inh: -3; ABHD4 inh: 2; TDP2 absorb: -4; HTRA1 inhibitor: -24; SIAE inh: 1

What do the screens show for `CCCc1c(C(=O)N/N=C(\CC)c2ccccc2)nnn1-c1nonc1N`?
MBD2 inh: 3; TCR CD3 inh: 2; rCAG RNA binder: -3; GC-B act: -5; PRMT1 inh: -2; LEDGF integ inh: 0; ABHD4 inh: -3; TDP2 absorb: 5; HTRA1 inhibitor: 0; SIAE inh: 2

How did CC1CCCCN1C(=O)c1cc(S(=O)(=O)N2CCCCC2)c[nH]1 (centres undefined) do in these assays?
MBD2 inh: 2; TCR CD3 inh: -2; rCAG RNA binder: 0; GC-B act: 0; PRMT1 inh: 0; LEDGF integ inh: -2; ABHD4 inh: 4; TDP2 absorb: 9; HTRA1 inhibitor: -2; SIAE inh: -1

Results for O=C(NCc1ccccc1)C(c1ccco1)N1CCN(c2ccccc2F)CC1 (centres undefined) ?
MBD2 inh: 2; TCR CD3 inh: -5; rCAG RNA binder: 3; GC-B act: -5; PRMT1 inh: 0; LEDGF integ inh: -1; ABHD4 inh: 8; TDP2 absorb: 8; SIAE inh: 6

What do the screens show for `O=C(O)CN1C(=O)SC(Nc2ccccc2C(=O)O)C1=O` (centres undefined)?
MBD2 inh: 7; TCR CD3 inh: -9; rCAG RNA binder: 7; GC-B act: -4; PRMT1 inh: 2; LEDGF integ inh: 1; ABHD4 inh: -6; TDP2 absorb: 2; HTRA1 inhibitor: 0; SIAE inh: 0

What do the screens show for `CCCCCCCCN1CN2Cc3cc(F)ccc3C2CS1(=O)=O` (centres undefined)?
MBD2 inh: -2; rCAG RNA binder: 3; GC-B act: 4; PRMT1 inh: -1; LEDGF integ inh: 0; ABHD4 inh: -9; TDP2 absorb: -10; SIAE inh: 0

What do the screens show for `COc1cccc(C(O)c2nc(-c3cccc4cccnc34)cs2)c1` (centres undefined)?
MBD2 inh: 4; TCR CD3 inh: -5; rCAG RNA binder: 1; GC-B act: -2; PRMT1 inh: 2; LEDGF integ inh: 1; ABHD4 inh: -8; TDP2 absorb: -4; SIAE inh: -7

Results for Cc1csc(=O)n1CC(=O)OCC(=O)Nc1ccccc1C(C)C ?
MBD2 inh: 6; TCR CD3 inh: -6; rCAG RNA binder: 3; GC-B act: 0; PRMT1 inh: 0; LEDGF integ inh: 0; ABHD4 inh: -2; TDP2 absorb: 8; HTRA1 inhibitor: -9; SIAE inh: -4

Results for CN(C(=O)c1cccc(NC(=O)Cc2cccc(NC(=O)C3CCCN(C(=O)C4CCCCC4)C3)c2)c1)C1CC1 (centres undefined) ?
MBD2 inh: 4; TCR CD3 inh: -5; rCAG RNA binder: 3; GC-B act: 3; PRMT1 inh: 2; LEDGF integ inh: -2; ABHD4 inh: -3; TDP2 absorb: -2; HTRA1 inhibitor: -6; SIAE inh: 1

Results for COc1cc(C(=O)OCC(=O)N2CCNC2=O)cc(Cl)c1OC ?
MBD2 inh: -5; TCR CD3 inh: -4; rCAG RNA binder: -4; GC-B act: 2; PRMT1 inh: 3; LEDGF integ inh: -1; ABHD4 inh: -2; TDP2 absorb: 6; HTRA1 inhibitor: -1; SIAE inh: 3

Results for CCOC(=O)N1CCN(C(=O)Cc2ccc(C)cc2)CC1 ?
MBD2 inh: 1; TCR CD3 inh: 2; rCAG RNA binder: -4; GC-B act: 5; PRMT1 inh: 0; LEDGF integ inh: -4; ABHD4 inh: 6; TDP2 absorb: 6; HTRA1 inhibitor: 9; SIAE inh: 2

What do the screens show for `O=C(c1ccc(-n2cccc2)cc1)N1CCOCC1`?
MBD2 inh: -1; TCR CD3 inh: -1; rCAG RNA binder: 3; GC-B act: 2; PRMT1 inh: 1; LEDGF integ inh: -1; ABHD4 inh: -6; TDP2 absorb: -4; HTRA1 inhibitor: 4; SIAE inh: -1

What do the screens show for `O=Cc1ccc(OCc2ccc3c(c2)OCO3)cc1`?
MBD2 inh: -3; TCR CD3 inh: 4; rCAG RNA binder: -2; GC-B act: 4; PRMT1 inh: -2; LEDGF integ inh: -4; ABHD4 inh: -4; TDP2 absorb: 14; HTRA1 inhibitor: -9; SIAE inh: -6

Results for COc1ccccc1NC(=O)CSc1nnnn1Cc1ccccc1 ?
MBD2 inh: -2; TCR CD3 inh: -4; rCAG RNA binder: -7; GC-B act: 2; PRMT1 inh: 2; LEDGF integ inh: -1; ABHD4 inh: -2; TDP2 absorb: -2; HTRA1 inhibitor: 0; SIAE inh: 8

Results for COc1ccc(-c2nnc(NC(=O)c3cc(Cl)ccc3Cl)o2)cc1 ?
MBD2 inh: -3; TCR CD3 inh: 7; rCAG RNA binder: 7; GC-B act: 0; PRMT1 inh: -2; LEDGF integ inh: -2; ABHD4 inh: 3; TDP2 absorb: 6; HTRA1 inhibitor: 1; SIAE inh: -6

Results for O=C(NCCc1cccs1)C(c1ccccc1)c1ccccc1 ?
MBD2 inh: 1; TCR CD3 inh: 2; rCAG RNA binder: -3; GC-B act: -2; PRMT1 inh: 0; LEDGF integ inh: -4; ABHD4 inh: -7; TDP2 absorb: -4; HTRA1 inhibitor: 2; SIAE inh: -6

What do the screens show for `Cc1ccc(CN(C)C(=O)CC2C(=O)NCCN2CC2CCCCC2)cc1` (centres undefined)?
MBD2 inh: -2; TCR CD3 inh: -4; rCAG RNA binder: -5; GC-B act: -1; PRMT1 inh: 8; LEDGF integ inh: 2; ABHD4 inh: 5; TDP2 absorb: 6; HTRA1 inhibitor: -2; SIAE inh: -2

How did COC(=O)Cc1c(C)[nH]n(-c2cc(Cl)cc(Cl)c2)c1=O do in these assays?
MBD2 inh: 1; TCR CD3 inh: 6; rCAG RNA binder: 4; GC-B act: 3; PRMT1 inh: 6; LEDGF integ inh: 0; ABHD4 inh: 5; TDP2 absorb: 15; HTRA1 inhibitor: -3; SIAE inh: 8

4 neighbouring records already listed, for reference:
What do the screens show for `CN(Cc1ccco1)S(=O)(=O)c1nnc(NC(=O)c2cccc(Cl)c2)s1`?
MBD2 inh: 1; TCR CD3 inh: -7; rCAG RNA binder: 25; GC-B act: -6; PRMT1 inh: 10; LEDGF integ inh: 0; ABHD4 inh: -11; TDP2 absorb: -9; HTRA1 inhibitor: -8; SIAE inh: -6

What do the screens show for `CCN(CC)c1ccc(C2C(C(=O)OCCOC)=C(C)NC3=C2C(=O)CCC3)cc1` (centres undefined)?
MBD2 inh: 1; TCR CD3 inh: 7; rCAG RNA binder: -3; GC-B act: -13; PRMT1 inh: -1; LEDGF integ inh: 1; ABHD4 inh: 7; TDP2 absorb: -6; HTRA1 inhibitor: -4; SIAE inh: -4

How did N#Cc1nc(-c2ccccc2F)oc1NC1CCCCC1 do in these assays?
MBD2 inh: -1; TCR CD3 inh: 0; rCAG RNA binder: 2; GC-B act: -8; PRMT1 inh: 4; LEDGF integ inh: -3; ABHD4 inh: 2; TDP2 absorb: -4; HTRA1 inhibitor: -24; SIAE inh: 1

What do the screens show for `CCCc1c(C(=O)N/N=C(\CC)c2ccccc2)nnn1-c1nonc1N`?
MBD2 inh: 3; TCR CD3 inh: 2; rCAG RNA binder: -3; GC-B act: -5; PRMT1 inh: -2; LEDGF integ inh: 0; ABHD4 inh: -3; TDP2 absorb: 5; HTRA1 inhibitor: 0; SIAE inh: 2

Continuation:
How did COCCN1C(=O)C(O)=C(C(C)=O)C1c1ccc(OC)c(OC)c1 (centres undefined) do in these assays?
MBD2 inh: -5; TCR CD3 inh: 5; rCAG RNA binder: 1; GC-B act: -1; PRMT1 inh: -3; LEDGF integ inh: -1; ABHD4 inh: -5; TDP2 absorb: -2; HTRA1 inhibitor: 2; SIAE inh: -8

What do the screens show for `COc1c2c(cc3oc(=O)c4c5ccc(O)cc5oc4c13)OC(C)(C)CC2`?
MBD2 inh: 3; TCR CD3 inh: -1; rCAG RNA binder: 5; GC-B act: -7; PRMT1 inh: -7; LEDGF integ inh: 4; ABHD4 inh: -5; TDP2 absorb: -3; HTRA1 inhibitor: -9; SIAE inh: 8

How did O=C(O)c1[nH]c2ccc([N+](=O)[O-])cc2c1-c1ccccc1 do in these assays?
MBD2 inh: 4; TCR CD3 inh: -9; rCAG RNA binder: 5; GC-B act: 1; PRMT1 inh: 6; LEDGF integ inh: -3; ABHD4 inh: 13; TDP2 absorb: 1; HTRA1 inhibitor: -16; SIAE inh: -2

How did N/C(=N\OC(=O)COc1ccc2ccccc2c1)c1ccccn1 do in these assays?
MBD2 inh: -5; TCR CD3 inh: -6; rCAG RNA binder: -3; GC-B act: 0; PRMT1 inh: 4; LEDGF integ inh: 7; ABHD4 inh: -18; TDP2 absorb: -7; HTRA1 inhibitor: -12; SIAE inh: 3

What do the screens show for `CCc1ccccc1NC(=O)c1cccc(NC(=O)/C=C/c2ccco2)c1`?
MBD2 inh: -1; TCR CD3 inh: -6; rCAG RNA binder: 10; GC-B act: 8; PRMT1 inh: 18; LEDGF integ inh: 5; ABHD4 inh: -25; TDP2 absorb: -7; HTRA1 inhibitor: -23; SIAE inh: -15

What do the screens show for `Cc1cc(C)n2c(SCc3ccc(Br)cc3)nnc2n1`?
MBD2 inh: 1; TCR CD3 inh: 3; rCAG RNA binder: -4; GC-B act: -1; PRMT1 inh: -2; LEDGF integ inh: 0; ABHD4 inh: -4; TDP2 absorb: -4; SIAE inh: 0

How did N#Cc1ccccc1NS(=O)(=O)c1cc2c3c(c1)CCN3C(=O)CC2 do in these assays?
MBD2 inh: 2; TCR CD3 inh: -4; rCAG RNA binder: 12; GC-B act: 2; PRMT1 inh: -4; LEDGF integ inh: 6; ABHD4 inh: -2; TDP2 absorb: -11; HTRA1 inhibitor: -1; SIAE inh: -10

How did CCOc1cc(S(=O)(=O)n2ccnc2)ccc1Br do in these assays?
MBD2 inh: -5; TCR CD3 inh: 5; rCAG RNA binder: -3; GC-B act: 0; PRMT1 inh: -1; LEDGF integ inh: -2; ABHD4 inh: -2; TDP2 absorb: -1; HTRA1 inhibitor: 4; SIAE inh: 2
